Source: PubChem BioAssay (The Scripps Research Institute Molecular Screening Center)
pPAFAH inh – inhibitors of human plasma PAF acetylhydrolase (pPAFAH) | Q13093 | recombinant pPAFAH, FP-rhodamine probe fluorescence polarization | inhibition, % at 3.39 µM | 1.5% of 330,000 active | AID 463082;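 active = inhibition above the mean inhibition across the screen plus 3 SD, cut at about 25% in these data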;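 also: inhibitors block binding of the rhodamine activity-based probe so polarization drops; 0% = enzyme with DMSO and 100% = wells lacking pPAFAH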
LYPLA1 inh – blocks human lysophospholipase 1, a PME1 counter-screen. O75608. recombinant LYPLA1, FP-Rh probe fluorescence polarization. inhibition, % at 5.9 µM. 0.16% of 320,000 active. AID 2174;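 active = inhibition above the mean of all tested compounds plus 3 SD, set per campaign, cut at about 14% in these data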;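 also: inhibitors block serine hydrolase probe labeling of LYPLA1 so polarization falls; 0% = enzyme with DMSO and 100% = wells lacking LYPLA1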
LYPLA2 counter – blocks human lysophospholipase 2, a PME1 counter-screen; O95372; recombinant LYPLA2, FP-Rh probe fluorescence polarization; inhibition, % at 5.9 µM; 0.38% of 320,000 active;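 active = inhibition above the screen-wide mean plus 3 SD, limit set per campaign, cut at about 26% in these data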;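 also: 0% = LYPLA2 with DMSO and 100% = wells lacking LYPLA2 enzyme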
PREPL inh – inhibits the human prolyl oligopeptidase-like enzyme; 0.68% of 320,000 active; inhibition, % at 5.96 µM; Q4J6C6; recombinant PREPL, fluorescence polarization activity-based probe; in the data active = inhibition above about 43%;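 also: 0% = enzyme with DMSO and 100% = wells lacking enzyme; many of its hits are not listed in these tables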
PAD4 inh – blocks human protein arginine deiminase 4; Q9UM07; recombinant PAD4, RCA probe fluorescence polarization; inhibition, % at 6.36 µM; 0.41% of 330,000 active;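 active = percent inhibition above a cutoff equal to the mean of all tested compounds plus 3 SD, cut at about 15% in these data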;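 also: 0% = PAD4 with RCA probe and DMSO and 100% = probe without PAD4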
GSTO1 counter – GSTO1 inhibition, counter-screen for RBBP9 inhibitors; P78417; recombinant GSTO1, activity-based probe fluorescence polarization; inhibition, % at 5.96 µM; 1.1% of 300,000 active;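 active = inhibition above the campaign mean inhibition plus 3 SD, cut at about 35% in these data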;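 also: 0% = GSTO1-1 with DMSO and 100% = wells lacking GSTO1-1 enzyme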
Target sequence (P78417 whole entry, looked up): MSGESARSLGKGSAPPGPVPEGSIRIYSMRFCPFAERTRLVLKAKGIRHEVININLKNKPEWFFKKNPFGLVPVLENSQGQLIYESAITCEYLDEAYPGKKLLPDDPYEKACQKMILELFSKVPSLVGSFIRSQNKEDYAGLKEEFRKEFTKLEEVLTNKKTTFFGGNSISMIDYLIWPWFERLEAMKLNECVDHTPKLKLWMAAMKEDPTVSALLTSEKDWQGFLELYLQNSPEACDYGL
PAFAH1B2 inh – blocks human PAF acetylhydrolase 1b catalytic subunit 2. P68402. recombinant PAFAH1B2, FP-rhodamine activity probe, fluorescence polarization. inhibition, % at 3.39 µM. 1.2% of 340,000 active. AID 492953;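 active = inhibition above the mean of all tested compounds plus 3 SD, cut at about 24% in these data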;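 also: 0% = enzyme with DMSO and 100% = wells lacking PAFAH1B2; many of its hits are not listed in these tables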
Target sequence (P68402 whole entry, looked up): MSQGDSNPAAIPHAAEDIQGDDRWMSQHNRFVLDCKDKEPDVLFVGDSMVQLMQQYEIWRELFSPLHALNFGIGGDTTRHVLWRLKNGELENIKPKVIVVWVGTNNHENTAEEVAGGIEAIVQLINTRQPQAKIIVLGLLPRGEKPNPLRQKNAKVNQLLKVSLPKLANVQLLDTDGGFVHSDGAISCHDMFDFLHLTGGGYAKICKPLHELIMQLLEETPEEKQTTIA
PAFAH1B3 FP inh – inhibitors of human PAFAH1B3 | Q15102 | recombinant PAFAH1B3, FP-rhodamine probe, fluorescence polarization | inhibition, % at 3.39 µM | 0.28% of 340,000 active;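 active = inhibition above the screen-wide average of all tested compounds plus 3 SD, cut at about 25% in these data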;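 also: 0% = enzyme with DMSO only and 100% = wells lacking PAFAH1B3 protein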
PME-1 primary – blocks human protein phosphatase methylesterase 1. Q9Y570. recombinant PME-1, FP-Rh probe fluorescence polarization. inhibition, % at 5.9 µM. 0.53% of 320,000 active. AID 2130;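 active = inhibition above the campaign mean of all compounds plus 3 SD, cut at about 26% in these data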;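 also: competitive labeling of PME-1 active site by serine hydrolase directed probe; 0% = PME-1 with DMSO and 100% = wells lacking PME-1 enzyme; inhibitors block probe labeling so polarization falls and inhibition rises; many of its hits are not listed in these tables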
Target sequence (Q9Y570 whole entry, looked up): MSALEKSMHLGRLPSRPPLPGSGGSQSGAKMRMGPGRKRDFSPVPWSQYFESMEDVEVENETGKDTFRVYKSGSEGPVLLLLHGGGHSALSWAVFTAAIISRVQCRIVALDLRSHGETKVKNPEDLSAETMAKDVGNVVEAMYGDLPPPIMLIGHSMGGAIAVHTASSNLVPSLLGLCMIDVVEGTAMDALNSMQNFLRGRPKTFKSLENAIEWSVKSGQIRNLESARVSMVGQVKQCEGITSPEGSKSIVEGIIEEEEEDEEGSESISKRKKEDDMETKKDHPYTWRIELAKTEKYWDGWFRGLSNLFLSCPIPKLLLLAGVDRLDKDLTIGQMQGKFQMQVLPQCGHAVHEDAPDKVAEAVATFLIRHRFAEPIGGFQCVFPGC
* marks the source's active call; other numbers are inactive results; / = not tested or not shown.

SMILES	pPAFAH inh	LYPLA1 inh	LYPLA2 counter	PREPL inh	PAD4 inh	GSTO1 counter	PAFAH1B2 inh	PAFAH1B3 FP inh	PME-1 primary
O=C1CSC(c2cccc([N+](=O)[O-])c2)N1c1ccccc1F (stereo unspecified)	4	1	2	2	-1	-2	0	1	6
O=C(Nc1ccc(Cl)c(Cl)c1)OCCNC(=O)c1ccncc1	1	-3	1	0	-10	2	-3	4	-2
COc1cc2c(cc1OC)CN(C(=O)CCNS(=O)(=O)c1ccccc1F)CC2	1	-1	2	4	-4	0	-2	2	3
CSc1nc(C)cc(OCCNS(=O)(=O)c2cc(C)ccc2C)n1	-4	4	10	12	5	-1	1	4	7
O=C(NCCCn1ccnc1)c1cc(C(=O)C2CC2)c[nH]1	2	3	1	2	6	3	7	9	-1
CN(CC(=O)N(C)CC(=O)Nc1c(Cl)cccc1Cl)Cc1ccc(Br)s1	-3	1	-10	5	-9	/	3	2	0
COc1ccc(N2C(=O)NC(NS(=O)(=O)c3ccc(NC(C)=O)cc3)(C(F)(F)F)C2=O)cc1 (stereo unspecified)	2	3	1	-2	1	1	2	12	-1
S=C(Nc1ccc(Br)cc1)Nc1ccc2c(c1)OCCO2	1	-1	3	13	-6	11	4	-5	-3
CC(CN1CCOCC1)OC(=O)c1ccc(C(C)(C)C)cc1 (stereo unspecified)	0	-3	-2	0	3	0	1	11	-6
Cc1cccc(C(=O)NCCC(=O)N2CCc3ccccc3C2)c1	-3	-2	-1	12	-5	/	5	5	5
O=C(CSc1nc2ccccc2[nH]1)Nc1cc(C(F)(F)F)ccc1N1CCOCC1	-9	-4	-1	15	-3	-2	2	-2	-43
CCOc1ccc(OCC)c(-c2c(=O)n(OCc3ccccc3Br)c3ccccc3[n+]2[O-])c1	3	-1	-5	5	-2	-1	1	-3	3
O=C(Nc1nccs1)C1CC(=O)N(Cc2ccco2)C1 (stereo unspecified)	5	-2	-2	13	6	7	8	5	-8
Cc1cc(-c2ccccc2)nc(Cl)c1C#N	2	-4	1	-12	-6	0	-3	9	-1
O=C(c1ccc(Cl)cc1)N1N=C(c2ccccn2)CC1(O)C(F)(F)F (stereo unspecified)	6	0	3	-11	0	4	-2	14	3
O=C(Nc1nc(-c2ccccn2)cs1)c1ccc(Cl)s1	9	-4	3	9	-1	44*	3	9	-8
CCc1sc(C(=O)Nc2ccccc2N2CCOCC2)cc1C	3	-2	0	-6	-7	5	2	2	2
COC(=O)C1=C(C(=O)OC)[C@@H]2N(C)c3ccc(OC)cc3[C@@]23C[C@@H](C(=O)OC)N(C(=O)COCc2ccccc2)C3=N1	2	-3	0	-6	-3	4	/	/	0
CC(=O)NC1C(=O)Nc2c(C)cc(C)cc21 (stereo unspecified)	0	4	-6	-1	-2	7	4	5	-1
O=CNCCCc1nc2ccccc2n1Cc1cccc2ccccc12	8	-2	-2	-9	-3	7	1	0	2
CSc1nc(-c2ccc(C)cc2)nc(N)c1C#N	2	-2	3	-7	-5	-4	0	-5	-4
Clc1ccc(-n2c(SCc3nc4ccccc4[nH]3)nnc2-c2ccncc2)cc1	-4	0	3	4	5	-5	3	9	4
CC1CCN(C(=O)CCCOc2ccc(Cl)cc2)CC1	8	1	3	1	0	3	21	1	-1
NS(=O)(=O)c1ccc(NC(=O)CSc2nc3ccccc3n2-c2ccccc2)cc1	32*	-12	-10	1	-5	-9	-3	-15	-14
CC(=O)Nc1ccc(C(=O)OCCc2ccccc2)cc1	-6	-4	-1	8	1	5	6	8	5
Cc1ccc(/C=C/C(=O)Nc2sc3c(c2C#N)CCCC3)o1	6	0	2	9	-1	-2	-5	-2	-2
O=C(Nc1ccon1)Nc1ccccc1C(F)(F)F	0	4	5	2	-3	-4	-3	8	1
CCC(C)NCCCCOc1ccc(Cl)cc1C (stereo unspecified)	1	6	0	4	3	-3	-4	7	-3
CCCCn1c(N)c(N(CC)C(=O)c2ccc(Cl)c([N+](=O)[O-])c2)c(=O)[nH]c1=O	-4	-2	-6	12	-9	6	0	5	-5
CCOc1c(C)cc(S(=O)(=O)NCc2ccccn2)c(C)c1C	3	2	-1	17	-4	-6	3	4	-5
CCOC(=O)c1c(C)nc2sc3c(c2c1-c1ccc(OC)cc1)NC(c1ccc(OC)cc1)NC3=O (stereo unspecified)	5	0	1	4	-4	-1	2	-1	-4
CC1CCCC(NC(=O)CCS(=O)(=O)c2cc3c(cc2Cl)NC(=O)CO3)C1C (stereo unspecified)	5	-1	3	8	1	3	8	8	-6
Cn1c(=O)n(C)c2cc(S(=O)(=O)N3CCN(c4ccccc4)CC3)ccc21	4	2	4	-15	-3	-1	8	6	0
NC(=S)c1c(Cl)cc(C(F)(F)F)cc1Cl	2	2	0	8	-2	12	2	0	7
NS(=O)(=O)c1ccc(N/N=C/c2ccc[nH]2)c([N+](=O)[O-])c1	15	-3	4	40	6	14	4	6	4
N#Cc1c(-c2ccccc2)ccn(Cc2ccccc2Cl)c1=O	3	1	0	2	-3	8	5	1	1
Cc1ccc(C(=O)Oc2cc(N)n(S(=O)(=O)c3ccc(C)cc3)n2)cc1	4	-1	2	25	-4	4	10	-1	-8
CCOc1cc(CNc2ccc(OC)cc2)cc(Br)c1OCC(=O)NC(C)(C)C	11	5	4	30	-1	-1	8	8	8
CC(=O)Nc1ccc(NC(=O)CSc2nnc(-c3ccc(NS(C)(=O)=O)cc3)n2C)cc1C	0	-2	4	4	-1	-1	1	15	6
COc1ccc(CNC(=O)CN2C(=O)COc3ccc(S(=O)(=O)N4CCC(C)CC4)cc32)cc1	3	-1	3	5	3	7	0	18	1
COc1ccc(NC(=O)N(Cc2cccnc2)Cc2ccccc2Cl)c(OC)c1	5	5	5	-1	3	0	/	/	2
Cc1ccc(C2NC(=O)NC3=C2CCc2ccccc23)cc1 (stereo unspecified)	5	4	5	8	3	12	1	1	9
COC(=O)c1cc2ccsc2n1CC(=O)N1CCCc2ccccc21	7	-1	-4	9	-1	3	4	13	-1
CCOC(=O)C1CCCN(CCC(=O)Nc2cc(C)ccc2C)C1 (stereo unspecified)	-2	1	5	8	3	5	1	-4	3
Cc1[nH]c2ccccc2c1SCC(=O)N1CCCc2ccccc21	8	-1	-1	9	1	0	11	12	6
O=C(CN1C(=O)/C(=C/c2cccc(Cl)c2)SC1=S)NC1C=CS(=O)(=O)C1 (stereo unspecified)	4	0	8	10	-13	-2	7	4	3
CCN1C(=O)[C@H]2[C@H]3CN=C(SCc4ccc(C)cc4)N3[C@@](CC)(C(=O)OC)[C@H]2C1=O	-5	/	/	/	-4	/	11	5	/
O=C(Nc1ccc(Cl)cc1)Nc1nnc(Cc2ccc([N+](=O)[O-])cc2)s1	1	1	7	0	-2	0	2	9	-3
CCn1ncc(Br)c1C(=O)Nc1cccc(C(C)=O)c1	3	-1	-7	5	-3	7	6	3	4
COc1ccc(NS(=O)(=O)c2cc(OC)ccc2NC(=O)c2cc(C)oc2C)cc1	8	-10	-4	-3	-3	-1	6	-3	-6

(more compounds)
SMILES	pPAFAH inh	LYPLA1 inh	LYPLA2 counter	PREPL inh	PAD4 inh	GSTO1 counter	PAFAH1B2 inh	PAFAH1B3 FP inh	PME-1 primary
CCCNC(=O)CCn1cc(-c2ccc(OC)cc2)nc1CCN	5	-1	-4	-4	-5	1	0	-3	-1
CCc1ccc(-c2cc(C)no2)cc1S(=O)(=O)NCCN1CCC(C)CC1	1	1	2	-57	0	5	6	12	4
COc1ccc(C2OC(=O)CC2C(=O)N2CCN(c3cc(Cl)ccc3C)CC2)cc1OC (stereo unspecified)	2	0	-2	-12	1	1	-2	0	3
CC(C)C(c1nnnn1C1CCCC1)N1CCc2ccccc21 (stereo unspecified)	4	4	0	2	4	2	11	11	-3
CCOC(=O)c1cc(-c2csc(Nc3ccccc3Cl)n2)on1	-4	-7	-2	1	-1	17	4	11	-14
COc1cc(/C=c2/sc3nc(-c4ccccc4)c(-c4ccccc4)n3c2=O)cc(OC)c1OC	3	-2	-2	7	-4	4	-5	-12	-4
Cc1ccc(NC(=O)C(C)SCC(=O)Nc2ccc(F)cc2)cc1S(=O)(=O)N1CCOCC1 (stereo unspecified)	-1	2	4	25	6	16	-1	8	2
CC(C)CCN1CCN(Cc2cccc3cccnc23)CC1CCO (stereo unspecified)	8	2	4	6	0	-2	-2	7	2
CC(=O)c1cccc(NC(=O)c2ccccc2-c2ccccc2C(=O)O)c1	3	5	5	-2	-4	5	4	9	7
COc1ccc(CNC(=S)Nc2ccc(S(N)(=O)=O)cc2)cc1	-7	-3	-15	6	3	10	10	10	-4
CC(=O)N1CCc2cc(S(=O)(=O)NCCC(=O)NC3CCN(Cc4ccccc4)CC3)ccc21	1	-5	-3	4	2	9	-1	1	-5
CCOc1ccc(C(C)=O)cc1N1C(=O)C2C(C1=O)C1C=CC2C12CC2 (stereo unspecified)	1	-3	-1	-1	-1	4	6	11	-1
CCN(CC)S(=O)(=O)c1ccc(N2CCOCC2)c(NC(=O)c2ccc3c(c2)OCCO3)c1	9	0	-1	-1	0	-3	0	0	-3
Cc1ccc(C(=O)NCc2ccc3c(c2)OCO3)c(C)c1	6	0	5	3	0	-2	1	2	-10
CCOC(=O)COc1cc(O)c2c(=O)cc(-c3ccccc3)oc2c1	0	0	-1	-9	0	4	0	1	1
O=C(Nc1cccc(NC(=O)c2ccccc2F)c1)c1ccccc1	6	-2	-4	-10	-3	-2	4	2	-9
COc1ccc(N2CCN(C(CNC(=O)c3cccs3)c3ccco3)CC2)cc1 (stereo unspecified)	2	-1	1	1	-2	4	8	6	4
C=CCSC1=C(C#N)C(c2ccccc2Cl)C(C(=O)c2cccs2)C(O)(C(F)(F)F)N1 (stereo unspecified)	3	-8	-9	13	-4	-3	0	2	9
O=C(NCC(=O)N(c1cccnc1)C(C(=O)NC1CCCCC1)c1ccccc1F)c1ccco1 (stereo unspecified)	7	5	-5	5	-4	1	7	6	6
CCOc1c(N2CCCCC2)c(=O)c1=O	-2	-2	-5	-4	7	0	3	2	-2
CC(C)Cc1nnc(NC(=O)CCC(=O)N2CCN(Cc3ccc(Cl)cc3)CC2)s1	4	2	4	-2	0	0	4	3	-4
O=c1cc(O)c2ccccc2n1Cc1ccccc1F	7	8	7	-3	-1	-1	-1	4	7
O=C(NCC1CCCO1)c1nn2c(c1Cl)NC(c1ccc(F)cc1)CC2C(F)(F)F (stereo unspecified)	7	-1	3	2	0	3	0	-4	2
CC(C)(C)c1cc(CN(CCO)CCO)c(O)c(C(C)(C)C)c1	1	1	-2	-8	-2	5	3	-3	-2
COC(=O)C1=C(C(=O)OC)SC(=C2C(=S)C(C)(C)N(C(=O)CC(C)C)c3ccccc32)S1	2	0	3	4	-4	6	4	3	-5
CCOc1ccccc1N(C(=O)c1ccco1)C(C(=O)NC1CCCC1)c1cccnc1 (stereo unspecified)	6	-3	-9	2	-5	-2	3	10	-2
Cc1noc(C)c1S(=O)(=O)Nc1ccc2c(c1)C(=O)N([C@H](C)CO)C[C@H](C)[C@@H](CN(C)C(=O)Nc1ccccc1)O2	0	/	/	9	-5	/	1	6	/
CCSc1nc(N2CCOCC2)c2ccccc2n1	3	-1	4	3	4	-5	7	6	6

Some of the compounds tested; count on the stated rates, not on these rows.
